# MPTP inh: mitochondrial permeability transition pore inhibitors, primary screen, biochemical, isolated mouse mitochondria, absorbance | Ca2+ swelling absorbance, 30 min | inhibition, % at 10 µM | actives 1.4% (n = 360,000) | AID 602449, 2012;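 active = inhibition of 50% or more, scaled per plate between neutral and stimulator controls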;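 also: 0% = DMSO wells given calcium and 100% = 1 mM EGTA wells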
# SENP7 inh: SENP7 protease inhibitors, primary screen, biochemical, luminescence, uHTS; Sentrin-specific protease 7 (Homo sapiens), Q9BQF6; recombinant SENP7, Z-RLRGG-aminoluciferin luminescence, 40 min; inhibition, % at 5 µM; actives 1.5% (n = 330,000);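 active = inhibition above about 50% at the single test dose, limit read from the data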;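 also: plate controls were DMSO with enzyme for no effect and no enzyme buffer wells for full effect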
# Target sequence (Q9BQF6 706-1050 limits assumed): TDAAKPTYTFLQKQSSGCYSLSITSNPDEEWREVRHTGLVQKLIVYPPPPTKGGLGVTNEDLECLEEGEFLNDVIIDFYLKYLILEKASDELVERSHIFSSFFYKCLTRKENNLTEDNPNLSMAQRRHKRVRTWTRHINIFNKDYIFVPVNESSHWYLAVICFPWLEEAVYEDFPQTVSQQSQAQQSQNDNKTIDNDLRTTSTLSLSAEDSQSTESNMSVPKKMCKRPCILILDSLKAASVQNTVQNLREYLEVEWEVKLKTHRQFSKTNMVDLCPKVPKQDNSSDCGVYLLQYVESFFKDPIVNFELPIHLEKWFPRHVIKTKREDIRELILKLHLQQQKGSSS
# PfG6PD inh: PfG6PD enzyme inhibitors, primary screen, biochemical, fluorescence intensity, uHTS. actives 0.78% (n = 350,000). inhibition, % at 20 µM. PfGluPho enzyme, NADPH resazurin-diaphorase fluorescence. AID 504690, 2011;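 active = inhibition reaching at least a set limit at 20 µM in the primary screen, cut at about 59% in these data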;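 also: 0% = DMSO wells with substrate and 100% = DMSO wells lacking glucose-6-phosphate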
# SENP6 inh: SENP6 protease inhibitors, primary screen, biochemical, luminescence, uHTS. Sentrin-specific protease 6 (Homo sapiens), Q9GZR1. inhibition, % at 10 µM. actives 1.8% (n = 330,000). AID 2599, 2010. Recombinant SENP6 catalytic domain, aminoluciferin luminescence;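 active = inhibition above about 50% at the single tested dose, limit read from the data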;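 also: plate controls were DMSO wells with enzyme for no effect and DMSO wells lacking enzyme for full effect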
# Target sequence (Q9GZR1 628-1112 limits assumed): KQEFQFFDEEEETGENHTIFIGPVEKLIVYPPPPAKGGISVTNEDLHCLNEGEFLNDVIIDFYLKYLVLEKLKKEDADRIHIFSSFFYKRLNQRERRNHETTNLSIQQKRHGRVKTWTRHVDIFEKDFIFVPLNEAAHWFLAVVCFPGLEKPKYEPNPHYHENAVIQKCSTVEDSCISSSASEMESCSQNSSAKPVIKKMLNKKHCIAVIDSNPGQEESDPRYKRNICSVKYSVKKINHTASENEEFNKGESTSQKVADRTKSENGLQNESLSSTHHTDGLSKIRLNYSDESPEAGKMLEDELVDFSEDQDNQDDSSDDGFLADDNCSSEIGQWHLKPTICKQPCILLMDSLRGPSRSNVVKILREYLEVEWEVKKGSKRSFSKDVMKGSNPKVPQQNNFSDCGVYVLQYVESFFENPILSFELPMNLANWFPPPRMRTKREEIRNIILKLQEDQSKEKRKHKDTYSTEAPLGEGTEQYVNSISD
# ATG4B inhibitor: ATG4B protease inhibitors, primary screen, biochemical, fluorescence, uHTS | Cysteine protease ATG4B (Homo sapiens), Q9Y4P1 | ATG4B cleavage of LC3-PLA2, NBD-HPC fluorescence, 1 h | inhibition, % at 8.33 µM | actives 0.51% (n = 340,000) | AID 504462, 2011; in the data active = inhibition above about 40%
# GRIN3A LBD mod: binders of NR3A ligand-binding domain, primary screen, biophysical, differential scanning fluorimetry, uHTS; actives 2.5% (n = 340,000); Tm shift relative to glycine control, % at 25 µM; NR3A LBD differential scanning fluorimetry, Tm shift; 0% = protein alone, 100% = glycine-bound protein; Glutamate receptor ionotropic, NMDA 3A (GRIN3A) ligand-binding domain;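 active = melting temperature shift of at least 10% of the positive control shift, at one fixed dose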
# HKDC1 inhibitor: HKDC1 hexokinase inhibitors, primary screen, biochemical, fluorescence, uHTS; Q2TB90; recombinant HKDC1, G6PDH/diaphorase resazurin coupled fluorescence; inhibition, % at 20 µM; actives 0.16% (n = 340,000); AID 493160, 2011;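 active = inhibition above about 35% when tested at 20 µM, limit read from the data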;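 also: plate controls were DMSO wells with enzyme for no effect and DMSO wells lacking enzyme for full effect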
#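 test system = in-house recombinant HK5 (HKDC1) enzyme | amount = HKDC1 at 5 µg/mL | control set = DMSO-enzyme wells negative, buffer-substituted wells positive | compound = one dose of 20 µM, 1% DMSO | schedule = reaction time 90 min, room temperature, protected from light | technique = resorufin fluorescence at 613 nm | reagent = glucose with 1 mM ATP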
# SENP8 inh: human SENP8 protease inhibitors, primary screen, biochemical, fluorescence, Nedd8 protein substrate, uHTS. Sentrin-specific protease 8 (Homo sapiens), Q96LD8. recombinant SENP8. inhibition, % at 20 µM. actives 0.64% (n = 360,000); in the data active = inhibition mostly above about 40%, no sharp cut-off; inactive = mostly below about 27%
# Target sequence (Q96LD8 whole entry, looked up): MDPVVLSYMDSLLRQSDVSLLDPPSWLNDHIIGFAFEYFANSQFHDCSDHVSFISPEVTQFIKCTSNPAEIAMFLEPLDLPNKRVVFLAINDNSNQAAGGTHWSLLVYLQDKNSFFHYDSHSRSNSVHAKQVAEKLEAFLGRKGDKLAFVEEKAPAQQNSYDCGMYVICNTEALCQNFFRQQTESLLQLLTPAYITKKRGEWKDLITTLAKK
# Active calls of the source: *; i = inactive; / = no result given.
SMILES,MPTP inh,SENP7 inh,PfG6PD inh,SENP6 inh,ATG4B inhibitor,GRIN3A LBD mod,HKDC1 inhibitor,SENP8 inh
COc1ccc(S(=O)(=O)N2CCc3ccccc32)cc1C(=O)NCC(c1ccco1)N1CCCC1 (stereo unspecified),0.4,11,-7,-15,7,2,-2,-5
COc1ccc(/C=C/C(=O)c2ccc(OC)cc2OC)cc1,1.5,-6,17,-22,-2,-1,2,30
O=C(CNC(=O)c1ccco1)N=Nc1c(O)[nH]c2ccc(Br)cc12,-0.1,-14,-12,-13,3,-1,-1,17
CN(C)CCCN(Cc1ccccc1)C(=S)Nc1ccc(F)c(Cl)c1,-0.7,-2,5,-20,-8,1,7,0
CC(=O)Nc1ccc(S(=O)(=O)NCC2CCC(C(=O)NCc3ccccc3)CC2)cc1 (stereo unspecified),-0.3,1,-8,-11,-6,1,-15,-2
COc1ccc(N2CCN(C(c3ccccc3OC)c3nnnn3Cc3ccco3)CC2)cc1 (stereo unspecified),-0.8,-4,8,-5,-11,0,-2,24
O=C(OC(c1ccccc1)c1nccc2ccccc12)c1cc([N+](=O)[O-])cc([N+](=O)[O-])c1 (stereo unspecified),1.0,-9,3,-10,-9,-4,3,12
O=C(Oc1c(-c2ccccc2)c(=O)n2c3c(cccc13)CC2)c1ccc(Cl)cc1,3.7,3,14,-17,62*,-5,9,-250
Cc1nn(-c2ccccc2)c(C)c1NC(=O)COC(=O)c1cc([N+](=O)[O-])ccc1NCCO,-0.5,-7,2,8,-9,2,0,15
Cc1nc2ccc(C(=O)N3CCN(c4ccccc4)CC3)cc2s1,0.7,13,2,-13,-11,-1,-3,21
Cc1nc2ncnn2c(C)c1CCC(=O)NCCCN1CCN(c2cccc(Cl)c2)CC1,0.3,-12,-2,-13,-8,2,-4,16
O=C(Cc1ccc(F)cc1)Nc1cccc2cccnc12,1.4,-6,-16,0,-6,-2,-5,15
Cn1c(=O)c2c(nc(N/N=C3\CCCc4ccccc43)n2Cc2ccc(F)cc2)n(C)c1=O,3.4,6,16,-6,4,0,-3,-40
COc1ccc(C2/C=C\CN(Cc3ccco3)CC(=O)N2Cc2ccc(F)cc2)cc1 (stereo unspecified),1.0,1,-2,-9,-10,-2,0,-9
CC(=O)Nc1ccc(S(=O)(=O)NCCC(=O)Nc2ccc(C)c(Cl)c2)cc1,0.1,-12,0,-25,9,5,-6,8
CCn1c(Cc2ccccc2)nnc1SCC(=O)N1CCCC1=O,-0.9,-5,-4,-6,2,2,-3,7
O=C(COc1ccc(Br)cc1)Nc1ccc2c(c1)C(=O)NC2=O,3.4,-1,-6,-17,-7,-3,2,-185
COc1ccc(OC)c(C(=O)/C=C/c2ccccc2C(F)(F)F)c1,-0.4,5,-5,-1,-8,-1,10,-12
COc1ccccc1NC(=O)C1CCCN(c2nc(C)cc(C)n2)C1 (stereo unspecified),-0.6,11,-3,0,-12,0,4,-8
CC(=O)c1cccc(NC(=O)N2CCCC2C(=O)NCc2ccc(C)cc2)c1 (stereo unspecified),0.4,-2,-3,-6,-11,2,5,-5
C/C=C/C(=O)Nc1cccc(C(F)(F)F)c1,-0.5,5,-12,1,0,-1,-1,10
CSc1ccc(CN(C)C(=O)C23CC4CC(CC(Cl)(C4)C2)C3)cc1,-2.0,2,14,-20,-12,3,-4,9
Cc1nn(-c2ccc(Cl)nn2)c(=O)c2ccccc12,-4.4,9,1,8,-2,2,-7,6
O=C(O)c1ccc(S(=O)(=O)N2CCN(c3ccccn3)CC2)cc1,-1.3,1,-12,17,0,-1,-6,18
Cc1[nH]c(C)c2c(=O)n(Cc3ccccc3Cl)ncc12,1.8,/,-7,/,8,1,1,6
Cc1cc(C)n(-c2cc(O)c(-n3nc(C)cc3C)cc2O)n1,-0.1,-1,2,-13,-4,-2,0,-8
CC(=O)Nc1ccc(S(=O)(=O)NCCC(=O)OCC(=O)N2CCN(C(=O)c3ccco3)CC2)cc1,-0.5,5,1,-27,-2,0,-3,-2
C=CS(=O)(=O)N(Cc1ccccc1)[C@H](CO)CC(C)C,0.0,/,2,/,1,0,1,23
O=C(NC1CC1)c1cccc(NC(=O)c2cc(S(=O)(=O)N3CCOCC3)ccc2Cl)c1,-0.2,-6,3,-3,-2,-1,-7,7
Cc1ccc(N=Cc2c(O)c3ccccc3n(C)c2=O)cc1,-0.4,/,20,/,2,-1,3,-202
COCCN1Cc2cccc(C(=O)Nc3cc(C)cc(C)c3)c2C1=O,0.3,-3,29,-10,-29,1,2,4
CC(C)n1c(SCC(=O)N2CCN(C)CC2)nc2c1c(=O)n(C)c(=O)n2C,-1.3,-6,-4,12,1,0,-4,11
C=CCOc1ccc(/C=C\c2nc(O)c([N+](=O)[O-])c(=O)[nH]2)cc1OC,-0.5,-3,3,-6,-8,0,8,6
O=C(CCCN1C(=O)/C(=C\c2cccs2)SC1=S)Nc1cccnc1,2.3,-4,-9,-18,0,13*,-1,17
COc1cccc(NC(=S)N2C3CCCC2CC(NC(=O)C2CC2)C3)c1 (stereo unspecified),1.5,-7,-5,-15,1,0,-2,2
O=C(NNCc1ccccc1)c1ccccc1,-1.1,/,-9,/,-1,-2,-6,6
COc1ccccc1NC(=O)/C=C\C(=O)O,-1.2,-2,-1,-1,-6,3,-3,10
COc1ccc(N(C(=O)CNC(=O)c2ccco2)C(C(=O)NCC2CCCO2)c2ccccc2)cc1 (stereo unspecified),-0.1,-2,-4,11,-8,-1,-5,11
CC(=O)N(c1ccc(C(C)C)cc1)C1C=CS(=O)(=O)C1 (stereo unspecified),-0.8,-6,3,-4,-6,0,-2,10
CCC(Sc1nc2ncccc2[nH]1)C(=O)N1CCOCC1 (stereo unspecified),-1.4,3,1,13,-5,-1,-3,2
O=C(O)c1ccc(NC(=O)c2ccccc2NC(=O)c2ccccc2Cl)cc1,4.1,-4,-3,-6,-2,-2,1,12
COc1cc(-c2ncc3ccccn23)cc(OC)c1OC,-1.9,4,7,-20,-2,-2,-6,i
Cc1ccc(C(=O)OCC(=O)NCCc2ccc(S(N)(=O)=O)cc2)o1,-0.2,9,-2,10,-8,2,-10,12
Cc1cccc2cc(CN(CCN3CCOCC3)C(=O)Nc3ccccc3F)c(=O)[nH]c12,-0.3,6,-9,5,-8,-2,-10,-10
COc1ccc(CSc2nnc(C)n2N)cc1Br,-0.6,9,-20,-10,-8,2,-8,15
O=C(COC(=O)c1cc(Br)ccc1O)NC1CCCCCC1,-1.1,1,4,6,-3,6,-7,-96
CCCCc1cc(=O)oc2c(CN3CCCC3)c(O)ccc12,3.2,0,8,-14,-9,2,1,-279
CCOC(=O)CNc1nc2ccccc2n2c(C)nnc12,-1.4,-9,10,-15,-3,-10,0,-11
Cc1ccc(NC(=O)C(C)c2ccc(-c3ccccc3)c(F)c2)cc1 (stereo unspecified),89*,1,11,-2,11,5,-3,10
Cc1ccc(S(=O)(=O)CCC(=O)N2CCc3ccccc32)cc1,-5.5,2,17,0,-1,-1,-3,13
CCn1nc(C(=O)OCC(=O)Nc2ncc(Cl)c(C)c2Cl)c2ccccc2c1=O,0.1,-2,12,8,-6,-4,-7,-7
O=C(C[n+]1ccccc1)Nc1ccc(Oc2ccccc2)cc1,3.2,3,-13,-4,9,-2,-3,14
Cc1nc(CN(C)C(=O)c2ccccc2OC2CCN(S(C)(=O)=O)CC2)cs1,-1.0,-4,-10,-19,-12,-1,-8,-3
CCCSC1=C(C#N)C(c2ccc(Cl)cc2Cl)CC(=O)N1 (stereo unspecified),-0.9,-3,16,-8,17,-4,8,10
O=C(O)c1cc(-c2cccnc2)nc2ccc(Br)cc12,-0.6,-2,-14,-17,8,0,2,9
COCCCNC(=O)CC1C[C@H](C(=O)N2CCOCC2)[C@@]2(CCC3CCCC3)c3[nH]c4ccc(OC)cc4c3CCN2C1=O (stereo partly specified),0.1,6,10,/,/,0,11,5
CC(C)(C)NC(=O)CN(C(=O)CS(=O)CC(=O)Nc1ccc(F)cc1)c1ccc(F)c(Cl)c1 (stereo unspecified),-0.7,-2,6,-9,-9,2,10,28
CSc1ccccc1OCc1cc(C(=O)N2CCSCC2)no1,0.1,4,0,12,5,-1,0,-1
CCn1c(SCC(=O)c2ccc(C)cc2)nnc1-c1ccncc1,-0.6,5,26,-3,-2,-1,-8,13
CCOC(=O)c1ccccc1NC(=O)c1ccc2nccnc2c1,-1.0,6,1,4,-3,-1,-2,-280

# Ordered by SMILES length (ascending): part of the list above.
SMILES,MPTP inh,SENP7 inh,PfG6PD inh,SENP6 inh,ATG4B inhibitor,GRIN3A LBD mod,HKDC1 inhibitor,SENP8 inh
CCCSC1=C(C#N)C(c2ccc(Cl)cc2Cl)CC(=O)N1 (stereo unspecified),-0.9,-3,16,-8,17,-4,8,10
Cc1ccc(NC(=O)C(C)c2ccc(-c3ccccc3)c(F)c2)cc1 (stereo unspecified),89*,1,11,-2,11,5,-3,10
COCCCNC(=O)CC1C[C@H](C(=O)N2CCOCC2)[C@@]2(CCC3CCCC3)c3[nH]c4ccc(OC)cc4c3CCN2C1=O (stereo partly specified),0.1,6,10,/,/,0,11,5

# Gathered by group, the compounds so far containing two or more sulfur atoms
SMILES,MPTP inh,SENP7 inh,PfG6PD inh,SENP6 inh,ATG4B inhibitor,GRIN3A LBD mod,HKDC1 inhibitor,SENP8 inh
O=C(CCCN1C(=O)/C(=C\c2cccs2)SC1=S)Nc1cccnc1,2.3,-4,-9,-18,0,13*,-1,17
Cc1nc(CN(C)C(=O)c2ccccc2OC2CCN(S(C)(=O)=O)CC2)cs1,-1.0,-4,-10,-19,-12,-1,-8,-3
CSc1ccccc1OCc1cc(C(=O)N2CCSCC2)no1,0.1,4,0,12,5,-1,0,-1

# (list continues)
SMILES,MPTP inh,SENP7 inh,PfG6PD inh,SENP6 inh,ATG4B inhibitor,GRIN3A LBD mod,HKDC1 inhibitor,SENP8 inh
CNc1nc(N/N=C/c2ccc([N+](=O)[O-])cc2)nc(Nc2ccccc2)n1,-0.2,9,9,-1,-26,30*,-2,20
O=C(Nc1ccn(CCCNCCCN2CCCC2=O)c(=O)n1)OCc1ccccc1,-2.5,/,-6,/,5,-2,4,10
CCOc1ccc(S(=O)(=O)NCCc2cn3ccccc3n2)cc1,-0.5,-9,-15,-7,4,-2,-6,-32
CC(C)CC(=O)c1c[nH]c(C(=O)NCCCN2CCOCC2)c1,1.8,-3,1,-14,1,0,-7,19
COC(=O)c1cn(C)c2ccc(S(=O)(=O)N3CC(C)CC(C)C3)cc2c1=O (stereo unspecified),-0.3,3,-7,4,-11,1,-8,5
COc1ccc(C(=O)N(CN2CCCC2=O)c2ccc(C)cc2)cc1,-1.1,3,-12,-12,-2,1,-3,12
CN(C)C1(CNC(=O)C2CCC(=O)N(Cc3ccc(Cl)cc3)C2)CCCCC1 (stereo unspecified),1.3,-10,-10,-6,28,-1,-5,6
COCCCNC(=O)c1cn(-c2cccc(OC)c2)c(=O)c2ccccc12,0.0,-8,10,-20,-1,-2,-3,-18
CN(C(=O)c1ccc(NC(=O)C2CCN(C(=O)OC(C)(C)C)CC2)cc1)C1CC1,0.3,11,-2,0,-8,-2,-2,22
Cc1c(C(=O)O)nnn1-c1nonc1N,-1.7,0,-10,-3,-2,-1,-2,10
S=C(NCCc1cccc(Cl)c1)NC1CCCCC1,14,-5,-6,-4,32,12*,4,5
COc1ccc(-c2nc(S(=O)(=O)c3ccccc3)c(NCCCN3CCOCC3)o2)cc1,-1.0,7,-2,-9,1,1,-5,-8
CCN(C[C@H]1N[C@@](CC)(C(=O)OC)[C@H]2C(=O)N(Cc3ccccc3)C(=O)[C@@H]12)C(=O)COC,-1.6,5,-11,24,1,-1,8,1
CCCCC#Cc1cncc(C(=O)N/N=C/c2ccccc2)c1,18,-2,-24,9,-6,-4,0,4
